RmlCD inh 1536 = M. tuberculosis RmlC/RmlD coupled enzyme inhibitors, primary screen, biochemical, compound mixtures, 384-well, from 1536-well plates. dTDP-4-dehydrorhamnose reductase (Mycobacterium tuberculosis (strain ATCC 25618 / H37Rv)) …. inhibition, % at 3.6 µM. 0.03% of 160,000 active. RmlC+RmlD coupled enzyme assay, percent inhibition; primary screen in compound mixtures; in the data active = inhibition mostly above about 34%, no sharp cut-off; inconclusive = no clear call, values can overlap the other calls; inactive = mostly below about 22%; also: some results filed as inactive read as strong as hits
Target sequence (P9WH09 whole entry, looked up): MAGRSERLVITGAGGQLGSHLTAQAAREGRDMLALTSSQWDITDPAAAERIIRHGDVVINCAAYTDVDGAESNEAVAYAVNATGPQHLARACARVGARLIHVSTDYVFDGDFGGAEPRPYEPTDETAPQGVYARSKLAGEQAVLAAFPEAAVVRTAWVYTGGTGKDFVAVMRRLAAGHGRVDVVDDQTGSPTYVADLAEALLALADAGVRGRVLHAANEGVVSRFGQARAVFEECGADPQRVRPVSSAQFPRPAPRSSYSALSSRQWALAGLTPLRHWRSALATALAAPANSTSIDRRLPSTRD
Target sequence (P9WH11 whole entry, looked up): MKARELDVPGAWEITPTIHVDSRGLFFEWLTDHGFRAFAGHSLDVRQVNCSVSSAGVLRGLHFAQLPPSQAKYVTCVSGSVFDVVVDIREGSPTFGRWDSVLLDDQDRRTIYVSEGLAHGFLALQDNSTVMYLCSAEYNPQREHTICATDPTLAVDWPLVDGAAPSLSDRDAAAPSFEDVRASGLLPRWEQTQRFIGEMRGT
M. tuberculosis GlmU = inhibition of mycobacterial GlmU enzyme – biochemical, glucosamine-1-phosphate acetyltransferase (AID 1376); inhibition, %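 (tested at 30 µM in the primary screen)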; hits with a dose series show IC50 in µM; 0.25% of 220,000 active; M. tuberculosis GlmU acetyltransferase enzyme assay; higher % means a stronger effect; in the data active = inhibition above about 13%; inconclusive = no clear call, values can overlap the other calls;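 also: 0% = complete reaction with vehicle and 100% = reaction without substrate; strong numbers were not always called active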
Starred values were filed as active, the others as inactive; ? = inconclusive; / = not tested or not shown. The list is partial; the hit share may differ from the screen's.

Under each structure: RmlCD inh 1536, M. tuberculosis GlmU
Cn1nc(C(F)(F)F)c2cc(C(=O)NC3CC3)sc21
 : -6.6, 18.0%
Brc1ccc2cccnc2c1
 : 1.3, -0.8%
CCOC(=O)c1c(-c2ccc(C)s2)csc1NC(=O)c1ccco1
 : /, 3.8%
CCOC(=O)c1nn(-c2ccc(OCC)cc2)c2nc(-c3cccc(OC)c3)c(C#N)c(=O)n12
 : /, -5.3%
Cc1ccccc1NC(=S)N(CCCN1CCCCC1)Cc1ccco1
 : -10.0, 3.8%
C/C(=N\OC(=O)c1ccc(Cl)c(Cl)c1)c1sc(C)nc1C
 : -27.7, 2.1%
S=C1c2ccccc2CN1c1ccccc1
 : -8.9, -1.6%
CC[n+]1c(C)sc2c(C)cc(C)cc21
 : -0.8, -0.8%
Cc1noc(C)c1C(=O)Nc1nc(C23CC4CC(CC(C4)C2)C3)cs1
 : 6.7, -0.6%
Cc1ccc2[nH]cc(CCNC(=O)c3cccnc3)c2c1
 : 23.8, -4.2%
CCn1c(SCC(=O)NCC2CCCO2)nc2c(c1=O)SC(C)C2 (stereo not given)
 : -3.3, 0.6%
CC1(C(=O)NC2CCCCCC2)CCC(=O)N1Cc1ccc2c(c1)OCO2 (stereo not given)
 : -7.5, 1.9%
NS(=O)(=O)c1ccc(CNC(=O)/C=C/c2ccccc2[N+](=O)[O-])cc1
 : -2.3, -6.5%
O=C(COc1cccc2ccccc12)NNC(=O)c1cnccn1
 : -10.4, -3.5%
O=C1C(=O)N(CNc2ccccn2)c2ccccc21
 : /, -5.8%
C=CCc1ccc(OCCOc2cccc(/C=N/n3cnnc3)c2)c(OC)c1
 : /, -1.0%
Cc1nnsc1Sc1cccc(C(F)(F)F)c1
 : 8.2, 0.5%
COc1ccccc1N(C(C)=O)c1nc(C)cc(C)c1C#N
 : /, 0.9%
C#CCNc1ccc([N+](=O)[O-])cc1
 : -4.0, 5.7%
CC(C)Cn1cnc2c(c(-c3ccccc3)c(-c3ccccc3)n2Cc2ccco2)c1=N
 : /, -7.9%

Part of the list above, as comma-separated lines.
Structure,RmlCD inh 1536,M. tuberculosis GlmU
C=CCc1ccc(OCCOc2cccc(/C=N/n3cnnc3)c2)c(OC)c1,/,-1.0%
Cc1nnsc1Sc1cccc(C(F)(F)F)c1,8.2,0.5%
COc1ccccc1N(C(C)=O)c1nc(C)cc(C)c1C#N,/,0.9%
C#CCNc1ccc([N+](=O)[O-])cc1,-4.0,5.7%
CC(C)Cn1cnc2c(c(-c3ccccc3)c(-c3ccccc3)n2Cc2ccco2)c1=N,/,-7.9%

Later entries.
Under each structure: RmlCD inh 1536, M. tuberculosis GlmU
C=CCNS(=O)(=O)c1ccc(OCC(=O)OCC)cc1
 : -32.9, 0.6%
Cc1ccc(-c2nn(Cc3ccccc3)cc2C=O)cc1C
 : 15.4, 6.8%
CCn1c(SCc2ccccc2Cl)nc2ccccc21
 : 52.3, -2.2%
Cn1c(C(=O)O)c(CC(=O)N2CCN(Cc3ccccc3)CC2)c2ccccc21
 : -4.6, 2.5%
CC(C)C(=O)Nc1ccc2oc(-c3cc(F)c(F)cc3Cl)nc2c1
 : /, 5.3%
Cn1c(-c2ccc[nH]c2=O)nc2cc(Cl)ccc21
 : /, 0.0%
CCN(Cc1cc2cc(C)ccc2[nH]c1=O)S(=O)(=O)c1ccccc1
 : /, -5.2%
CCOC(=O)C(=O)Nc1sc(C(=O)N(CC)CC)c(C)c1C#N
 : -10.4, 6.7%
O=C(CN1CCN(c2ncccn2)CC1)N1CCc2ccccc21
 : -7.1, 1.7%
C[N+]1(CCCCCCC(=O)/C=N/O)CCCCCC1
 : -0.1, 1.2%
CN1CCN(S(=O)(=O)c2cccc(C(=O)Nc3ccccc3N3CCOCC3)c2)CC1
 : -14.1, -3.9%
Cc1ccc(-c2nnc(NCc3nc4ccccc4[nH]3)c3ccccc23)cc1S(=O)(=O)N1CCCCC1
 : 10.8, -4.3%
N#Cc1ccsc1NC(=O)CN1CCN(c2ccc(O)cc2)CC1
 : 10.0, -0.9%
Brc1ccc(-c2nc3ccccc3s2)s1
 : 12.8, 1.4%
CCN(c1ccc(C(O)(C(=O)OC)C(F)(F)F)cc1)S(=O)(=O)c1ccccc1 (stereo not given)
 : -2.5, 0.6%
Cc1ccc(CN2CCN(/N=C\C(Br)=C\c3ccccc3)CC2)cc1
 : -9.6, 1.9%
O=C(Nc1nc(-c2ccccc2)cs1)c1ccc(Br)o1
 : /, -0.4%
Cc1nnsc1C(=O)N1CCN(c2ccc(F)cc2)CC1
 : 3.9, 3.4%
Cc1nc(CSc2nsc(C)c2C#N)cs1
 : 4.6, /
CSc1ncc(C(=O)O)n1-c1ccc(F)cc1
 : 14.3, 5.0%
CCOC(=O)C1CC=C(Cl)CC1C(=O)Nc1nccs1 (stereo not given)
 : 7.6, 4.0%
Cc1cc(-c2c(C)[nH]n(-c3ccccc3)c2=O)n[nH]1
 : 1.8, 4.4%
COc1ccc(C2(CNC(=O)c3cccc([N+](=O)[O-])c3)CCOCC2)cc1
 : 1.9, -0.6%
Cc1cc(/C=N/NC(=O)CC2(C)OCCO2)c(C)n1-c1cc(Cl)cc(Cl)c1
 : /, -3.6%
C[C@@H]1C=C(C(=O)N2CCN(C)CC2)O[C@H](OCc2ccc(CO)cc2)C1
 : /, 1.3%
COc1cccc(NC(=O)C2C3C=CC(O3)C2C(=O)NCc2cccnc2)c1 (stereo not given)
 : 20.2, -6.0%
c1ccc2c(c1)OCc1cn[nH]c1-2
 : -12.8, 2.3%
CCOC(=O)C1CCN(Cc2cn[nH]c2-c2ccc(C)cc2)CC1
 : 5.2, 3.8%
COc1ccc(-c2nnc(NC(=O)CSc3ccccc3)s2)cc1OC
 : 1.2, -7.8%
CSc1nc2ccccc2cc1/C=C(\C#N)c1ccc(Cl)c(Cl)c1
 : /, -1.4%
CCc1cc(=O)n2c([nH]c3ccccc32)c1C#N
 : 5.1, 5.4%
c1ccc(Cn2nnc3cnccc32)cc1
 : -9.2, 2.7%
CCN(C(=O)COC(=O)C(Cc1ccccc1)N1C(=O)c2ccccc2C1=O)C1CCS(=O)(=O)C1 (stereo not given)
 : 16.4, -0.6%
C/C(=N\NC(=O)CCCNc1cccc(C)c1)c1ccncc1
 : -9.2, 4.7%
O=C1c2ccccc2C(=O)c2c(NCCCN(CCO)CCO)cccc21
 : /, 4.1%
Cn1c(N2CCC(C(N)=O)CC2)nc2c1c(=O)n(Cc1ccc(Br)cc1)c(=O)n2C
 : /, 3.8%
Cc1cc2ccccn2c1C(C[N+](=O)[O-])c1ccc(N(C)C)cc1 (stereo not given)
 : 4.0, -4.9%
O=C(Nc1ccc(N2CCCC2)cc1)c1cccc(-c2cc3ccccc3oc2=O)c1
 : -0.8, -13.7%
Cc1cc(NCCCn2ccnc2)n2nc(-c3ccc(Cl)cc3)cc2n1
 : /, -4.5%
COc1ccccc1NC(=S)N(CCCN(C)C)Cc1cc2cc3c(cc2[nH]c1=O)OCO3
 : /, 0.1%
Cc1nc([N+](=O)[O-])c(SCC(O)CCl)n1Cc1ccc(Cl)cc1 (stereo not given)
 : /, 1.0%
CCOP(=O)(OCC)c1ccc(O)cc1
 : -12.8, 1.4%
CCCc1cc(=O)oc2c(C)c(O)c(CN3CCCCC3)cc12
 : ?, 3.1%
CC(=O)NC/C(C)=N\Nc1ccc([N+](=O)[O-])cc1
 : -5.1, -3.8%
COc1cc(NC(=O)C/C(C)=N/NC(=O)C(=O)NC2CCCCC2)c(OC)cc1Cl
 : /, -8.3%
CC(Cl)C(=O)Nc1ncc(C(F)(F)F)cc1Cl (stereo not given)
 : /, 0.8%
O=c1[nH]cc(N(CCO)CCO)c(=O)[nH]1
 : 9.4, -1.4%
O=C(Nc1nc2ccc(F)cc2s1)C1=NN(c2ccccc2)C(=O)CC1
 : -6.7, -2.2%
CCC(C(=O)O)N1C(=O)C2CCCCC2C1=O (stereo not given)
 : -1.9, -0.6%
COCCOC(=O)C1=C(C)NC(=O)NC1c1ccc(-c2ccc(F)cc2)o1 (stereo not given)
 : 3.8, 7.1%
COC(=O)CCN(C(C)=O)c1ccc(N)cc1
 : /, -1.0%
Cc1cccc(NC(=O)CSc2nnc(-c3ccccc3)n2N)c1
 : -4.8, -1.8%
COC(=O)c1ccc(Cn2nc([N+](=O)[O-])c(Br)c2C)cc1
 : -5.5, -0.6%
CN(C)c1ccc(/C=N/NC(=O)c2ccccc2)cc1
 : -7.3, -1.7%
O=C(c1ccco1)N1CCN(c2ccc([N+](=O)[O-])c(N3CCOCC3)c2)CC1
 : 5.8, -4.3%
CN(C)C1(CNC(=S)Nc2ccccc2C(F)(F)F)CCCCC1
 : /, -2.8%
FC(F)Oc1ccc(-n2cc(-c3ccccc3)[n+]3c2CCCCC3)cc1
 : /, 3.6%
N#Cc1c2c(c(-c3ccccc3Cl)[nH]c1=S)CCCC2
 : /, -3.5%
Clc1ccc(-c2nc3cnccn3c2Nc2ccc3c(c2)OCO3)cc1
 : 6.4, 1.0%
C=CCNc1nc(-c2ccccc2)c(C(=O)OCC)cc1C#N
 : /, 0.3%

Going on with the list.
Under each structure: RmlCD inh 1536, M. tuberculosis GlmU
Cc1nc2cc3c(cc2c(C)c1C(=O)OC(C)C)OCO3
 : -2.6, -2.4%
CC1CCc2c(sc3ncnc(SCC(=O)c4ccccc4)c23)C1 (stereo not given)
 : -5.4, -4.8%
COC(=O)c1cccc(Cn2c(Cl)c(/C=N/Nc3ccccc3C)sc2=O)c1
 : -7.1, -1.9%
CCC(=O)Oc1ccc(C(CC)C(CC)c2ccc(OC(=O)CC)cc2)cc1 (stereo not given)
 : /, -1.7%
Cc1ccc(SC[C@H](c2ccccc2)N2CCN(C)CCC2=O)cc1
 : -4.0, 1.9%
CCOC(=O)c1cccc(S(=O)(=O)N2CCCC2)c1
 : 1.8, 0.3%
COc1ccc(-c2[nH]c(-c3cccc(OC)c3)nc2SCC(=O)NC2CCCC2)cc1
 : /, 0.7%
FC(F)(F)c1cnc2c(-c3ccc(Cl)cc3Cl)noc2c1
 : 7.3, -1.3%
CCNS(=O)(=O)c1ccc(NC(=S)NCC2CCCO2)cc1 (stereo not given)
 : 1.9, 2.1%
CCOC(=O)C1=C(CC)OC(N)=C(C#N)C1c1ccc(OC)c(C)c1OC (stereo not given)
 : /, 2.4%
C/C(CC(=O)Nc1ccccn1)=N\NC(=O)C(=O)Nc1cccc(C)c1
 : 4.1, 6.8%
COc1ccc(/C=N/N=C2\SC(CC(=O)O)C(=O)N2c2ccccc2)c(OC)c1 (stereo not given)
 : /, 1.6%
CC(NC(=O)COC(=O)C1CSC2(C)CCC(=O)N12)C12CC3CC(CC(C3)C1)C2 (stereo not given)
 : -9.9, -1.8%
O=C1N=C(N2CCOCC2)S/C1=C/c1ccc(-c2ccccc2Cl)o1
 : 8.9, 2.0%
C=CCOc1ccccc1CNc1ccc2[nH]c(=O)[nH]c2c1
 : -3.3, 6.7%
COc1ccc(OC2C(=O)N(c3ccc(F)cc3)C2c2ccc(OC)c(OC)c2)cc1 (stereo not given)
 : 1.4, -0.7%
COc1ccc(S(=O)(=O)Cc2ccc(C(=O)NCc3cccnc3)o2)cc1
 : -6.2, -4.8%
O=C(c1cc2nc(-c3ccccc3)cc(C(F)(F)F)n2n1)N1CCCC1
 : /, -1.6%
C/C(N)=C(/C#N)C(=O)COc1ccc(Cl)cc1Cl
 : 1.5, 3.5%
Fc1cccc(CSc2ccc(-c3ccc4c(c3)OCO4)nn2)c1
 : -6.8, -0.8%
Cc1cccc(CN2CCN(CCCc3ccccc3)CC2)c1
 : 2.9, 1.6%
O=C(O)/C(=C\c1ccccc1)c1ccccc1
 : -8.3, -4.0%
Cc1ccccc1C(=O)Nc1ccc(S(=O)(=O)N2CCN(C)CC2)cc1
 : -7.1, 2.7%
Cc1cc(NC(=O)CSc2nc(C(C)C)nc3c2c(=O)n(C)c(=O)n3C)no1
 : /, 1.6%
Nc1nc2n(n1)C(c1ccc(Cl)cc1)CC(c1ccc(F)cc1)N2 (stereo not given)
 : /, -7.4%
CN(CC(=O)NC1CCCc2ccccc21)C1CCCCC1 (stereo not given)
 : /, -2.9%
Cc1ccc2cc(C(c3nnnn3C3CCCC3)N(Cc3cccnc3)Cc3ccco3)c(=O)[nH]c2c1 (stereo not given)
 : /, -2.7%
Cn1c(SCC(=O)c2ccc(F)cc2)nc2cccnc21
 : -10.6, -0.1%
CCOC(=O)c1ccc(NC(=O)CCc2ccc(C)o2)cc1
 : 5.7, 1.2%
O=C1CSC(c2cccnc2)N1Cc1ccc(Cl)cc1Cl (stereo not given)
 : 3.1, -1.1%
COc1ccccc1NS(=O)(=O)c1cc(NC(=O)CCC2CCCC2)ccc1N1CCOCC1
 : 10.9, -4.5%
Cc1cccc2sc(N(CCN(C)C)C(=O)/C=C/c3cccs3)nc12
 : 6.5, 1.9%
COc1ccccc1NC(=S)NNC(=S)Nc1ccc(OC(F)F)cc1
 : 10.2, 2.0%
COC(=O)[C@@H]1C[C@H]1[C@@H](NC(=O)c1ccccc1)c1ccccc1
 : /, 1.2%
O=S(=O)(c1ccccc1)N1CCCC1c1nc2ccccc2s1 (stereo not given)
 : /, -4.8%
Cc1ccc(C(=O)C2CCN(S(=O)(=O)c3c(C)noc3C)CC2)cc1
 : 31.2, -1.9%
C/C(=N\OCC(=O)Nn1c(=O)[nH]c2ccccc2c1=O)c1cccs1
 : 7.9, 4.7%
O=C(Nc1ccc2nc(-c3ccco3)[nH]c2c1)c1ccco1
 : -1.4, -1.5%

Quoted at random: two compounds from above.
Under each structure: RmlCD inh 1536, M. tuberculosis GlmU
Cc1ccc(CN2CCN(/N=C\C(Br)=C\c3ccccc3)CC2)cc1
 : -9.6, 1.9%
C=CCNc1nc(-c2ccccc2)c(C(=O)OCC)cc1C#N
 : /, 0.3%

Screening data (PubChem BioAssay)
